PAX8 inh HTS: inhibitors of PAX8 transcriptional activity in RMG-I cells; AID 652154; inhibition, % at 12.6 µM; RMG-I TPO-luciferase reporter, SteadyGlo, 24 h; 360,000 tested, 1.2% active;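 active = mean replicate inhibition at least 60% with every replicate also reaching 60%; inconclusive = only one of the two criteria is met; inactive = mean below 60% and not all replicates reaching 60%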;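 also: luciferase light reporting Pax8 driven TPO promoter activity; plate controls were median of neutral control wells for no effect and mitoxantrone controls for full effect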
EWS-Fli inh: EWS/Fli transcriptional activity inhibition. A673 NR0B1-luciferase reporter, viability-normalised. inhibition, % at 12.6 µM. 350,000 tested, 0.67% active;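 active = mean inhibition of at least 50% after viability correction, with every replicate also passing that limit; inconclusive = mean reaches 50% but only one of two replicates passes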;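 also: firefly luciferase signal divided by Alamar Blue viability fluorescence both relative to DMSO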
ERp5 block: inhibitors of human ERp5; Q15084; ERp5 insulin aggregation, absorbance 650 nm, 90 min; inhibition, % at 9.99 µM; 350,000 tested, 0.05% active;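 active = mean replicate inhibition above about 25%, with every replicate also reaching it, limit read from the data, passing the limit was not always enough; inconclusive = only one of those two criteria met; inactive = neither criterion met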
Target sequence (Q15084 whole entry, looked up): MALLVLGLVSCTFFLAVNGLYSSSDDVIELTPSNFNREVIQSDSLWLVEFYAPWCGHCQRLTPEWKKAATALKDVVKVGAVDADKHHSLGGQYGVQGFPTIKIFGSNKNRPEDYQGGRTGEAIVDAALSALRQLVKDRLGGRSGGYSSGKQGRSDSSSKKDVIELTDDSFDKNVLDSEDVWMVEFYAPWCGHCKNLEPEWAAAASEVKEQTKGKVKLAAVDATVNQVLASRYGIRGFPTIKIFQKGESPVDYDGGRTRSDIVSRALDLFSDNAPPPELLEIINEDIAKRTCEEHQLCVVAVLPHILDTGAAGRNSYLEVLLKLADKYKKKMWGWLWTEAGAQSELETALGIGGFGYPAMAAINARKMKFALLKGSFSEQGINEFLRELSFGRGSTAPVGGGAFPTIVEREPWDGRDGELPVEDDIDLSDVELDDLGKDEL
CFTR F508del cor: correctors of CFTR F508del function in bronchial epithelial cells; CFBE cells, YFP halide quenching; stimulated with forskolin plus potentiator P3; % fluorescence drop versus neutral controls; 350,000 tested, 0.36% active; activity (quench increase), % at 7.58 µM;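 active = mean added fluorescence quench of at least 8% versus neutral control, with both replicates also reaching 8%; inconclusive = only one of the mean or replicate conditions met; inactive = mean below 8% and not both replicates reaching 8%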;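 also: cells transiently co-express mutant CFTR-F508del with the halide-sensitive YFP; corrector assay measuring rescue of mutant channel to the surface after 24 h compound exposure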
INS-1E GSIS act: primary screen for activators of insulin secretion dependent on glucose, INS-1E cells, GLuc reporter luminescence | 370,000 tested, 0.61% active | INS-1E GLuc reporter insulin secretion, 2-3 h | activation, % at 16.6 µM;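 active = lowest replicate activation of at least 40%, so every replicate reaches that level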;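 also: 0% = median of neutral control wells and 100% = median of IBMX positive control wells; some compounds called inactive have numbers as strong as hits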
XiGFP reactiv: reactivates the inactive X chromosome in mouse fibroblasts; XiGFP mouse fibroblasts, % GFP-positive cells imaging, 3 d; cells co-treated with 5-aza-dC sensitizer; scaled so ellipticine positive control = 100%; activation, % at 7.58 µM; 360,000 tested, 0.055% active; AID 743238;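 active = mean normalized replicate activation at least 10% and every replicate at or above 10%; inconclusive = only one of the two criteria met; inactive = mean below 10% and not all replicates reach 10%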;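 also: 0% = median of on-plate neutral control wells and 100% = ellipticine 6 µM median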
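Material: XiGFP fibroblasts, SV40-immortalized. Buffer or medium: DMEM plus 5-aza-dC sensitizer. Compound: single concentration per compound, delivered by pin transfer. Times: 3 days compound exposure. Controls: ellipticine 6 µM.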
ARNT-TACC3 inh: disruptors of human ARNT/TACC3 interaction; Q9Y6A5; AlphaScreen His-ARNT PAS-B/GST-TACC3 binding, luminescence; TACC3 fragment carries E629A point mutation; inhibition, % at 9.99 µM; 390,000 tested, 0.66% active;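 active = mean inhibition of replicates at least 50% and at least half of replicates each reaching 50%; inconclusive = half or more replicates reach 50% but mean below 50%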;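 also: 0% = complete ARNT plus TACC3 wells and 100% = ARNT alone without TACC3; many hits fall short of the cut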
DENV2 CPE: DENV2-induced cell death inhibition. DENV2-infected cells, cytopathic effect rescue, plate reader. CPE inhibition, % at 9.99 µM. 350,000 tested, 1.7% active; in the data active = CPE inhibition above about 20%, passing the limit was not always enough; inconclusive = no clear call, values can overlap the other calls; tested in BHK-21 cells;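 also: 0% = median of neutral control wells and 100% = median of positive control wells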
Numbers without * were called inactive; ? = inconclusive; . = no result given; & = joins results of further samples.

SMILES | PAX8 inh HTS | EWS-Fli inh | ERp5 block | CFTR F508del cor | INS-1E GSIS act | XiGFP reactiv | ARNT-TACC3 inh | DENV2 CPE
Cc1cccc(C(=O)N2CCCC(Nc3ccc(F)c(F)c3)C2)n1 (configuration not stated) | 4 | -4 | -5 | -2.8 | -6 | -0.1 | 24 | 1
COc1ccc(NC(=O)CCc2nnc3ccc(NCc4ccc5c(c4)OCO5)nn23)cc1 | -5 | . | 5 | -0.3 | -3 | -0.1 | -7 | 0
CCCCN(c1ccccc1)S(=O)(=O)c1cccc(C(=O)Nc2c(C)n(C)n(-c3ccccc3)c2=O)c1 | 11 | 8 | -2 | 0.1 | -28 | 0.0 | 23 | -12
CCOC(=O)CNC(=O)c1ccc2[nH]c3ccccc3c2c1 | -23 | 7 | -1 | 2.3 | 3 | -0.1 | . | 0
NS(=O)(=O)c1ccc(CNC(=O)Cc2ccccc2[N+](=O)[O-])cc1 | -6 | 11 | -2 | 4.5 | -4 | 0.3 | 0 | 0
Cc1ccc(CN2CC(=O)N3[C@H](CO)[C@@H](c4ccc(-c5ccccc5F)cc4)[C@H]3C2)cc1 | . | -2 | 13 | 0.7 | -13 | 0.0 | . | 5
CC(=O)NNC(=S)NCCc1ccccc1 | 4 | -7 | -1 | -1.0 | 19 | 0.0 | -3 | 7
O=S(=O)(c1ccc(Br)cc1F)N1CC[C@H](O)C1 | -20 | -4 | 0 | 2.3 | 10 | 0.3 | 0 | 13
CCn1c(C)c(P(c2ccccc2)c2ccccc2)[n+]2ccccc12 | 58 | 23 | 5 | 3.3 | 7 | 0.0 | -2 | -2
C[C@@H]1CN([C@H](C)CO)C(=O)c2cccc(NS(=O)(=O)c3cn(C)cn3)c2O[C@H]1CN(C)CC1CC1 | . | -11 | 0 | -1.9 | 14 | 0.0 | -14 | 10
O=C(Nc1cc(=O)[nH]c2ncnn12)c1ccco1 | 2 | -18 | -16 | -1.1 | -29 | -0.2 | 10 | 0
CC(C)C[C@H]1COc2cc(Br)ccc2S(=O)(=O)N1Cc1cccc(Cl)c1 | -1 | -1 | -4 | 5.6 | -7 | -0.1 | . | 8
COCCOc1ccc(C(F)(F)F)cc1NC(=O)c1ccc(F)cc1 | 1 | . | . | . | -8 | 0.4 | -5 | .
COc1cc(OC)cc(C(=O)N[C@H](C(=O)OCC(=O)c2c[nH]c3ccccc23)C(C)C)c1 | 30 | 13 | -1 | 0.9 | -27 | 0.5 | -2 | -2
O=C(CCC1N=C2c3ccccc3N=C(SCC(=O)NCC3CCCO3)N2C1=O)NCc1ccc(F)cc1 (configuration not stated) | -1 | 6 | -1 | -1.0 | . | 0.3 | 1 | -4
C[C@H](CO)N1C[C@H](C)[C@H](CN(C)S(C)(=O)=O)Oc2cc(-c3cccc(F)c3)ccc2S1(=O)=O | -12 | 5 | 6 | . | 0 | -2.0 | -4 | -8
CN1C(=O)c2cc(NC(=O)c3ccc(F)c(F)c3)ccc2OC[C@H]2O[C@@H](CC(=O)O)CC[C@H]21 | -4 | 5 | . | 1.8 | -2 | 0.5 | -3 | 7
Cc1ccc(N2CC(C(=O)NCc3n[nH]c(=O)c4ccccc34)CC2=O)cc1 (configuration not stated) | 12 | 5 | -1 | -2.4 | 14 | 0.9 | -1 | -1
COCCNC(=O)[C@H]1[C@H](CO)[C@H]2Cn3c(cccc3=O)[C@@H]1N2S(=O)(=O)c1ccccc1C | -1 | -8 | 5 | . | 1 | 0.2 | 4 | 18
CCOc1ccc([N+](=O)[O-])c(N)c1 | 17 | . | . | . | -10 | 0.2 | -9 | .
CN(C)c1ccc2c(c1)[C@@H]1C[C@H](CC(=O)NCc3ccc(Oc4ccccc4)cc3)O[C@H](CO)[C@@H]1O2 | 17 | 15 | -5 | 1.6 | -1 | -0.1 | 23 | -1
COc1ccc(-c2nc3ccc([N+](=O)[O-])cc3[nH]2)cc1 | -184 | -62 | 2 | . | -12 | 0.2 | 0 | -7
CC(C)NC(=S)Nc1ccc2nc3n(c(=O)c2c1)CCCCC3 | 38 | -13 | 1 | -2.0 | -3 | 0.0 | -4 | -5
C[C@H](CO)N1C[C@H](C)[C@@H](CN(C)C(=O)CN(C)C)Oc2cc(-c3ccncc3)ccc2S1(=O)=O | -14 | 1 | -8 | 0.8 | 6 | -0.5 | 6 | -5
C[C@@H]1CN([C@H](C)CO)C(=O)Cc2cc(NC(=O)Cc3cn(C)c4ccccc34)ccc2O[C@@H]1CN(C)Cc1ccc(C(=O)Nc2ccccc2N)cc1 | . | 29 | 7 | -1.4 | -3 | -1.4 | -7 | -5

Next part, starting with the last six of the part before.
SMILES | PAX8 inh HTS | EWS-Fli inh | ERp5 block | CFTR F508del cor | INS-1E GSIS act | XiGFP reactiv | ARNT-TACC3 inh | DENV2 CPE
CCOc1ccc([N+](=O)[O-])c(N)c1 | 17 | . | . | . | -10 | 0.2 | -9 | .
CN(C)c1ccc2c(c1)[C@@H]1C[C@H](CC(=O)NCc3ccc(Oc4ccccc4)cc3)O[C@H](CO)[C@@H]1O2 | 17 | 15 | -5 | 1.6 | -1 | -0.1 | 23 | -1
COc1ccc(-c2nc3ccc([N+](=O)[O-])cc3[nH]2)cc1 | -184 | -62 | 2 | . | -12 | 0.2 | 0 | -7
CC(C)NC(=S)Nc1ccc2nc3n(c(=O)c2c1)CCCCC3 | 38 | -13 | 1 | -2.0 | -3 | 0.0 | -4 | -5
C[C@H](CO)N1C[C@H](C)[C@@H](CN(C)C(=O)CN(C)C)Oc2cc(-c3ccncc3)ccc2S1(=O)=O | -14 | 1 | -8 | 0.8 | 6 | -0.5 | 6 | -5
C[C@@H]1CN([C@H](C)CO)C(=O)Cc2cc(NC(=O)Cc3cn(C)c4ccccc34)ccc2O[C@@H]1CN(C)Cc1ccc(C(=O)Nc2ccccc2N)cc1 | . | 29 | 7 | -1.4 | -3 | -1.4 | -7 | -5
C[C@@H]1CN([C@@H](C)CO)C(=O)c2cc(/C=C/c3ccccc3)cnc2O[C@@H]1CN(C)S(=O)(=O)c1ccc(F)cc1 | 15&1 | 0&-10 | -1&-7 | 0.2&-3.6 | 2&14 | 0.0&-0.1 | 5 | 4&-1
CC(=O)N(C)C[C@@H]1Oc2cc(C#Cc3ccccc3)ccc2S(=O)(=O)N([C@H](C)CO)C[C@@H]1C | . | 1 | -8 | 1.2 | -28 | -0.6 | 3 | 8
COCCC(=O)N1CCC(Oc2ccc(C(=O)N3CCCC(COC)C3)cc2)CC1 (configuration not stated) | 11 | . | 1 | -1.1 | 0 | 0.2 | -6 | 15
CC1C(=O)C(C)C(c2ccccc2)N(N=O)C1c1ccccc1 (configuration not stated) | . | 2 | 1 | -2.6 | . | 0.0 | -10 | 9
C/C(Cn1cnc([N+](=O)[O-])n1)=N\NC(=O)c1ccccc1O | -19 | -9 | -9 | 1.5 | -1 | 0.0 | -1 | -3
Cn1c(N)c(C(=O)COC(=O)[C@@H]2CCCN2S(=O)(=O)c2ccc(Cl)cc2)c(=O)n(C)c1=O | 4 | -70 | -4 | 0.6 | -11 | 0.0 | 5 | -1
COc1c(/C=N/NC(=O)c2ccncc2)c(CCN(C)C(C)=O)cc2c1OCO2 | -2 | 4 | 1 | -0.8 | 36 | 0.1 | -19 | 10
COc1ccc(S(=O)(=O)Nc2ccc3c(c2)C(=O)N([C@@H](C)CO)C[C@H](C)[C@@H](CN(C)S(=O)(=O)c2ccc(Cl)cc2)OCCCC[C@@H](C)O3)cc1 | 67* | -6 | -3 | -0.8 | -17 | 0.1 | -7 | 8
CCOc1ccc(NC(=O)C2CCCN(c3cnccn3)C2)cc1 (configuration not stated) | -26 | . | -8 | 3.4 | 4 | 0.1 | -8 | 3
CSCC[C@H](NC(=O)OC(C)(C)C)C(=O)N1CCC(C(=O)NCC(=O)Nc2ccc(C)cc2)CC1 | -9 | 3 | 5 | -2.7 | -5 | 0.1 | -19 | ?
C[C@H](CO)N1C[C@H](C)[C@H](CN(C)C(=O)Nc2ccc(F)cc2)OCCCC[C@H](C)Oc2ccc(NC(=O)Nc3ccc4c(c3)OCO4)cc2C1=O | 14 | -22 | 3 | -1.6 | 20 | 0.0 | 7 | 4
O=C(C1CCOCC1)N1CC(=O)N2[C@H](CO)[C@H](c3ccc(C#Cc4cccc(F)c4)cc3)[C@@H]2C1 | -4 | 2 | 3 | -1.0 | -2 | 0.1 | . | 3
C[C@@H]1CN([C@@H](C)CO)C(=O)Cc2cc(NC(=O)Cn3cnnn3)ccc2O[C@@H]1CN(C)S(C)(=O)=O | -16 | 4 | . | 1.5 | 5 | 0.0 | 6 | 2
CSC1=C(C#N)C(c2ccccc2)C(C(C)=O)=C(C)N1 (configuration not stated) | -4 | 5 | -1 | 3.3 | -3 | 0.1 | . | 5
CN1C(=O)c2cc(NC(=O)Nc3ccccc3)ccc2OC[C@@H]2O[C@@H](CC(=O)O)CC[C@H]21 | -14 | 2 | . | . | -2 | 0.2 | . | .
CCOC(=O)[C@@H]1[C@H]2COc3ccccc3[C@@H]2N2C(=O)N(c3ccc(Br)cc3)C(=O)[C@]12C | 17 | 1 | 3 | 0.5 | -14 | -0.1 | 13 | -11
COc1cccc(CNC(=O)CCC2CCCN(C/C=C/c3ccccc3OC)C2)c1 (configuration not stated) | 17 | 21 | 2 | 5.6 | 7 | 0.2 | 6 | 8
COc1cc(C(=O)NC2CCCCC2)ccc1OCc1ccc(Cl)cc1Cl | 7 | 12 | 0 | -4.1 | 4 | 0.0 | -3 | -1
CN1C[C@@H]2[C@H](c3ccccc31)[C@H](CO)N2S(=O)(=O)c1ccccc1 | -18 | -5 | 1 | -1.7 | 8 | 0.0 | 2 | -7
COc1ccc(/C=C/C(=O)Nc2ccc(N3CCOCC3)cc2)cc1 | 6 | . | . | . | 24 | 0.1 | -2 | .
CCOC(=O)CN1N=C(c2ccc(Cl)cc2)CCC1=O | -7 | 6 | -4 | -0.3 | 6 | 0.0 | -7 | -3
CC(=O)Nc1ccccc1NC(=O)c1cccc2ccccc12 | 13 | . | . | . | -12 | 0.1 | -2 | .
Cc1c(/C=C2\SC(=O)N(CC(=O)Nc3ccc4c(c3)OCO4)C2=O)c2ccccc2n1C | . | -10 | -1 | -2.3 | 1 | . | -18 | -2
O=C(O)C(=O)Cc1c[nH]c2ccccc12 | . | -16 | 3 | -1.1 | -4 | . | 0 | 18
N#C[C@@H]1[C@@H](c2ccc(-c3cccc(F)c3)cc2)[C@H](CO)N1C(=O)c1cccnc1 | 0 | -1 | -2 | 0.6 | -4 | 0.2 | -18 | 3
O=C(c1c(F)cccc1F)N(C1CCCCC1)C1CCCCC1 | 23 | 3 | 2 | 1.9 | . | 0.0 | -26 | -3
COc1ccc(S(=O)(=O)N(C)C[C@@H]2OCc3cnnn3CCCC(=O)N([C@@H](C)CO)C[C@@H]2C)cc1 | -19&-33 | -18&-16&-3 | 0&2&7 | 1.5&-0.7&-0.8 | 5&8 | -0.1&-0.3 | 5&-3 | -7&-10
Cc1noc(C)c1S(=O)(=O)Nc1ccc2c(c1)CC(=O)N([C@H](C)CO)C[C@H](C)[C@@H](CN(C)C(=O)NC(C)C)O2 | 9 | -4 | -6 | -1.3 | 16 | -1.0 | 1 | -3

Assay outcomes deposited in PubChem BioAssay by Broad Institute.

An unsorted share of the library; 4.2% or so of the library scored in one or more.
